Compound activity deposited in PubChem by Sanford-Burnham Center for Chemical Genomics.
EBI2 block – antagonists of human EBI2 receptor; P32249; EBI2 beta-arrestin recruitment, luminescence, 7a,25-OHC stimulated; inhibition, % at 5 µM; 360,000 tested, 0.81% active; AID 651636; in the data active = inhibition above about 38%;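 also: enzyme fragment complementation signal reports receptor beta-arrestin coupling in cells; 0% = agonist plus DMSO wells and 100% = wells without agonist; some results beyond the cut were filed as inactive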
CCR6 antag – CCR6 (human) receptor antagonism. P51684. CHO-K1 CCR6 PathHunter beta-arrestin, luminescence, CCL20-stimulated. AID 493098. inhibition, % at 20 µM. 340,000 tested, 0.49% active;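 active = compounds whose inhibition of the agonist-driven luminescence signal at 20 µM reaches about 50%, limit read from the data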;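 also: cells stimulated with CCL20 at 14 nM final; plate controls were DMSO with CCL20 for no effect and DMSO without agonist for full effect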
Target sequence (P51684 whole entry, looked up): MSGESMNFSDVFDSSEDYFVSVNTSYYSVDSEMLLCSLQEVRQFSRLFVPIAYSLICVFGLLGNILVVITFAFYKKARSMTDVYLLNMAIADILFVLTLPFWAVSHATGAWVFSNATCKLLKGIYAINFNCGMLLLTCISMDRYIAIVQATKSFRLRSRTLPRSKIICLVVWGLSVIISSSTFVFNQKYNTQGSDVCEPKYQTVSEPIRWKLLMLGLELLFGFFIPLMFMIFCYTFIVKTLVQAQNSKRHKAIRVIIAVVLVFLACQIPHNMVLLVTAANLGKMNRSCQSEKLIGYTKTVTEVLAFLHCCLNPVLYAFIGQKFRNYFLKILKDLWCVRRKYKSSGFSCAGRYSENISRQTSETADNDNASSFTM
APOBEC3A inh – inhibitors of human APOBEC3A DNA deaminase; inhibition, % at 20 µM; 330,000 tested, 0.41% active; recombinant A3A, FAM/TAMRA ssDNA deamination fluorescence; P31941;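 active = at least 40% inhibition at 20 µM here, with at most 30% in a related deaminase screen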;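 also: plate controls were A3A with DMSO for no effect and wells lacking A3A enzyme for full effect; some results filed as inactive read as strong as hits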
MPTP block – permeability transition pore inhibition; 360,000 tested, 1.4% active; isolated mouse mitochondria, Ca2+ swelling absorbance, 30 min; inhibition, % at 10 µM;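 active = inhibition of 50% or more, scaled per plate between neutral and stimulator controls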;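 also: 0% = DMSO wells given calcium and 100% = 1 mM EGTA wells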
A3G deaminase – blocks human APOBEC3G single-stranded DNA deamination; 330,000 tested, 0.28% active; inhibition, % at 20 µM; recombinant A3G, ssDNA deamination FAM/TAMRA fluorescence; AID 493012;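 active = inhibition of at least 40% at 20 µM, with no more than 30% in the related APOBEC3A deaminase screen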;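 also: plate controls were DMSO wells with A3G for no effect and wells lacking A3G enzyme for full effect; some compounds called inactive have numbers as strong as hits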
Target sequence (Q9HC16 whole entry, looked up): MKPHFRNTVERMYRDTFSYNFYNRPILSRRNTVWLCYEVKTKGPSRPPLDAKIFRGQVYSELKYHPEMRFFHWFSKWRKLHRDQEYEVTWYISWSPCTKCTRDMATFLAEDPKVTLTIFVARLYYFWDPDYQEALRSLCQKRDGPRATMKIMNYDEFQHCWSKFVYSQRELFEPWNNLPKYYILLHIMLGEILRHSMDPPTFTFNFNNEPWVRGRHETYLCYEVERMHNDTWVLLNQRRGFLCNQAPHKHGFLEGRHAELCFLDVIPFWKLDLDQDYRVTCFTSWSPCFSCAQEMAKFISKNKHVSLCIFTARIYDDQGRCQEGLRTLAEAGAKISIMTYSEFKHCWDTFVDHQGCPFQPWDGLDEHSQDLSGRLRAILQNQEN
NR3A LBD binder – NR3A (human) ligand-binding domain modulation; NR3A LBD differential scanning fluorimetry, Tm shift; 0% = protein alone, 100% = glycine-bound protein; Tm shift relative to glycine control, % at 25 µM; 340,000 tested, 2.5% active;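 active = melting temperature shift of at least 10% of the positive control shift, at one fixed dose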
Gli-Sufu block – Gli-Sufu pathway antagonism; Sufu-KO-LIGHT fibroblasts, Gli luciferase reporter luminescence; inhibition, % at 5 µM; 340,000 tested, 0.74% active; AID 588413;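 active = inhibition above about 55%, limit read from the data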;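 also: 0% = DMSO-treated cells and 100% = wells with medium but no cells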
CXCR6 inh – CXCR6 (human) receptor inhibition. AID 602244. CHO-K1 PathHunter CXCR6 beta-arrestin, luminescence. O00574. inhibition, % at 20 µM. 360,000 tested, 0.36% active; in the data active = inhibition above about 34%, passing the limit was not always enough;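 also: antagonist mode with CXCL16 agonist at 10 nM final; 0% = 10 nM CXCL16 with DMSO and 100% = unstimulated wells without agonist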
Target sequence (O00574 whole entry, looked up): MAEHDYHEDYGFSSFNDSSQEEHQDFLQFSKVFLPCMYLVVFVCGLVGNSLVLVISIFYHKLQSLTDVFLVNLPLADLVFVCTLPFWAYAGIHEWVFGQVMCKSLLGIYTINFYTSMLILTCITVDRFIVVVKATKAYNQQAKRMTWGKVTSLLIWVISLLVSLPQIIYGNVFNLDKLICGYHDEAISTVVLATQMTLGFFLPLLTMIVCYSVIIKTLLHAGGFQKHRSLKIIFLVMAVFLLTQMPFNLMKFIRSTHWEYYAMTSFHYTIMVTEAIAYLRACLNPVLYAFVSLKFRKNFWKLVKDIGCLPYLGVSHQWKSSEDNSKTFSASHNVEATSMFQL
Active calls of the source: *; / = not tested or not shown.

SMILES	EBI2 block	CCR6 antag	APOBEC3A inh	MPTP block	A3G deaminase	NR3A LBD binder	Gli-Sufu block	CXCR6 inh
Cc1ccnc(SCc2ccc(C(=O)O)cc2)n1	-1	5	-1	-0.3	-3	0	-22	-3
COCc1cc(C)nc2oc(C(=O)c3ccccc3)c(N)c12	-7	3	2	0.5	-6	0	-6	8
CCN(CC)C(=O)CSc1nnc(CCN)o1	-13	-9	3	-1.3	3	0	-4	4
CC(=O)c1ccccc1NC(=O)Cn1c(=O)cnc2ccccc21	0	11	-1	-1.4	0	-4	-11	4
O=C(N/N=C/C=C/c1ccccc1)c1ccccn1	-26	7	1	-2.1	-2	0	-39	-9
N#Cc1cccc(NC(=O)CSc2nnc(C3CC3)n2C2CC2)c1	-17	13	-4	0.5	-9	-1	8	1
CCCCCN(C(=O)CCC(=O)OCC(=O)N(C)Cc1ccccc1C)c1c(N)n(CCCC)c(=O)[nH]c1=O	-4	5	5	-1.0	-4	-2	-1	-8
C#CCOCCOCCOCCNc1nc(N2CCN(C(=O)[C@H]([C@@H](C)CC)n3cc(CCCN=C(N)N)nn3)CC2)nc(N2CCN(C(=O)[C@H](Cc3ccc(O)cc3)n3cc(CCO)nn3)CC2)n1	-3	7	-2	-4.4	-6	1	-9	6
Cc1c(CC(=O)NCCCC(=O)O)c(=O)oc2cc3c(cc12)CCC(C)(C)O3	0	1	-4	-0.4	-8	-2	3	-5
CN(C)c1nc(OCCNC(=O)Nc2ccccc2)nc(N2CCCCC2)n1	6	14	-7	-3.1	-9	1	10	-3
CCN(CC)CCN(C(=O)CCS(=O)(=O)c1ccccc1)c1nc2cc3c(cc2s1)OCO3	7	10	-5	2.6	-8	-3	1	7
Cc1cc(NC(=O)CCC(=O)N(CC(=O)NC2CCCC2)Cc2cccs2)no1	4	3	0	0.6	-3	0	-5	14
Cc1cc(C(=O)CSc2nc(N)cc(=O)[nH]2)ccc1F	-4	-1	-3	-0.8	-3	-1	2	-6
O=C(COc1ccc(Cl)cc1Cl)NNC(=O)c1cccnc1	-8	-3	-1	-3.3	-4	-1	-13	5
CCc1ccccc1NC(=O)CN(C)C(=O)CSc1nnc(Nc2ccc(C)cc2)s1	12	9	-4	-1.0	26	-1	43	-6
Cn1nc(C(F)(F)F)c(C(=O)Nc2ccc(F)cc2F)c1Cl	-10	-2	-1	2.8	3	-2	5	-2
CC(CCc1ccccc1)NC(=O)CCC(=O)N1CCC(C(N)=O)CC1 (centres undefined)	-6	-3	-3	0.3	-1	5	-1	6
Cc1cccc[n+]1CC(=O)N1c2ccccc2Sc2ccccc21	-13	1	2	0.0	-1	-1	-5	2
O=S(=O)(NCC(c1ccco1)N1CCN(c2ccccc2F)CC1)c1ccc(F)cc1 (centres undefined)	10	10	-2	-1.8	-6	-18	3	-2
O=C(c1ccccc1)c1ccc(N2CCOCC2)cc1	-13	0	/	-1.0	/	-4	-82	-9
CC(C)OC(=O)c1ccc(S(N)(=O)=O)o1	-5	12	-1	-0.8	-3	0	-2	-6
c1ccc2[nH]c(Cn3nnc4ccccc43)nc2c1	-13	-6	-3	0.4	-3	3	-11	-7
Cn1c(=O)c2c(nc(SCC(=O)O)n2Cc2cccc(C(F)(F)F)c2)n(C)c1=O	1	-2	3	-0.7	-7	0	9	-3
CC(=O)c1sc(NC(=O)c2cccc3ccccc23)nc1C	9	8	-7	1.0	-1	1	-6	-7
COc1cccc(C(=O)Nc2ncc3c(n2)CC(c2ccc(OC)cc2OC)CC3=O)c1 (centres undefined)	22	12	0	1.2	-2	-1	-8	6

Other records:
SMILES	EBI2 block	CCR6 antag	APOBEC3A inh	MPTP block	A3G deaminase	NR3A LBD binder	Gli-Sufu block	CXCR6 inh
C=CCNC(=O)CN1CCC(O)(c2ccccc2)CC1	-10	5	-4	2.0	-6	2	4	5
COC(=O)C1=C(C)N(c2ccc(Cl)cc2)/C(=C/c2ccc(O)cc2)C1=O	-2	21	-1	-1.0	-3	2	2	17
O=c1c2c3c(sc2ncn1/N=C/c1ccccc1)CCCC3	0	-5	2	0.5	14	0	-2	3
CCCCc1nc(NCCO)c(C#N)c2c1CCCC2	12	3	-3	-1.3	2	0	10	1
Cc1cc(C)n2ncc(/C(N)=N/OC(=O)Nc3ccc(Cl)cc3)c2n1	-12	-18	-4	29	3	1	1	-8
CCOC(=O)C1CCCN(Cc2ccc(OCc3ccccc3)c(OC)c2)C1 (centres undefined)	3	9	-8	0.8	-2	0	29	-19
Cc1c(Cl)cccc1NC(=O)Nn1cnnc1	8	0	-3	-0.8	-7	-2	-5	1
Cn1cccc1C(=O)Nc1nc(-c2ccccn2)cs1	5	23	-1	1.3	-5	7	-80	10
O=C(O)c1ccccc1C(=O)OCc1ccccc1	-2	9	-4	1.0	-4	-2	-2	0
O=C(Oc1c(Br)cc([N+](=O)[O-])cc1Br)c1cccnc1	-2	19	-5	72*	-6	-2	-4	3
COc1cccc(CN(C)C(=O)CCN(c2ccccc2)S(=O)(=O)c2ccc(C)cc2)c1OC	2	13	-2	1.9	-7	1	21	2
C/C(=N\Nc1ccc([N+](=O)[O-])cc1)c1ccc(N)cc1	-12	40	/	2.1	/	11*	-32	25
CC(NC(=O)COC(=O)c1cc(=O)[nH]c2ccccc12)c1ccccc1 (centres undefined)	-2	7	-4	0.3	-7	-1	1	-1
COc1cccc(OC)c1C(=O)OCC(=O)NCCCc1ccccc1	1	8	0	0.6	-6	-1	7	5
C/C=C\C(=O)Nc1cccc(C2=NOC3(C2)C[C@H](C(N)=O)N(C(=O)/C=C/CC)C3)c1 (some centres undefined)	2	-3	1	-0.8	3	0	23	-9
Brc1ccc2nc3c(n2c1)CCCC3	1	9	6	0.4	0	1	-10	-4
CNC[C@@H](C)NC[C@@H](Cc1ccccc1)NCCc1ccccc1	-8	9	2	-0.3	6	3	5	5
CCCN(C(=O)c1cc(Cl)nc2ccccc12)C1CCS(=O)(=O)C1 (centres undefined)	4	11	-7	1.1	-9	1	-4	10
CSc1nc2ccc(Cl)cc2[nH]1	-27	3	1	3.3	-5	7	37	-13
CC(=O)Nc1ccc(S(=O)(=O)N2CCC(C(=O)c3ccc(Cl)cc3)CC2)cc1	54*	9	-4	1.2	-8	-17	2	-1
COc1cccc(/C=C/C(=O)NCc2ccc3c(c2)OCO3)c1	19	-6	-5	0.9	-9	4	-25	-3
O=C1CC(C(=O)Nc2ccc(Cl)cc2)S/C(=N\N=C\c2ccco2)N1 (centres undefined)	-7	8	0	1.0	-6	-3	6	14
O=C(CSc1ccc(F)cc1)Nc1nnc(-c2ccco2)o1	-4	11	1	0.2	5	-1	-18	0
CCCCN(CCCC)S(=O)(=O)c1ccc(OC)c2ncccc12	-9	6	-9	-3.1	-8	0	10	4
COc1ccc(CCNC(=O)c2sc3ccccc3c2Cl)cc1OC	-3	-7	-1	3.6	-2	-2	5	3

Next part
SMILES	EBI2 block	CCR6 antag	APOBEC3A inh	MPTP block	A3G deaminase	NR3A LBD binder	Gli-Sufu block	CXCR6 inh
CC(C)(C)SCCNC(=O)c1ccccc1	-5	7	-5	-0.6	-8	0	-49	0
Cc1ccc(SCCNC(=S)Nc2ccc(C)c(C)c2)cc1	25	1	-6	72*	-8	7	-1	4
COc1ccc(NC(=O)Cn2nc(C(=O)O)c3ccccc3c2=O)cc1S(=O)(=O)N1CCCCC1	-6	6	-4	1.2	-5	-2	-1	0
CC(C)CN(C(=O)CCC(=O)OCC(=O)NCCc1ccccc1)c1c(N)n(CC(C)C)c(=O)[nH]c1=O	-6	2	9	0.0	-4	0	18	-8
CCCCNc1nc2ccccc2n1CC(=O)Nc1c(C)cccc1CC	6	12	2	31	-1	-2	29	13
Cc1ccc(CCP(=O)(O)CN2CCOCC2)cn1	-16	-14	0	-0.6	-3	-2	-12	-3
Cc1ccc(S(=O)(=O)N2CN(Cc3ccco3)c3nc4ccccc4nc32)cc1C	-11	12	2	4.4	-5	-7	2	11
COc1ccc(NC(=O)CCCC2CCCCC2)cc1S(=O)(=O)N1CCCCC1	-1	10	-2	5.5	-7	-2	0	6
O=C(CN1C(=O)NC2(CCCC2)C1=O)N1CCN(S(=O)(=O)c2ccccc2Br)CC1	6	2	2	0.9	-6	-2	-1	-11
Cc1ccc(CN(Cc2cc3cc(C)ccc3[nH]c2=O)C(=O)N2CCOCC2)cc1	-6	10	-1	-0.3	-3	-1	0	-11
O=C(NC1=C(NC2CCS(=O)(=O)C2)C(=O)c2ccccc2C1=O)c1ccccc1 (centres undefined)	-16	-6	6	-0.3	-5	0	-4	-3
O=C(CSc1nc(-c2ccc(F)cc2)cc(C(F)(F)F)n1)Nc1ccc2c(c1)OCO2	10	3	1	4.6	-2	2	13	2
O=C(Nc1nc(=O)n(C(=O)C2CC2)s1)c1ccccc1	1	8	-2	1.3	-7	-9	-6	-2
CN(C)CCCN(C(=O)c1cccs1)c1nc2cc3c(cc2s1)OCO3	-21	1	3	-2.9	-6	2	12	3
COc1ccc(CNCc2ccc3c(c2)OCO3)cc1Br	1	9	-3	-0.8	-11	0	-5	6
CCC(CC)C(=O)Nc1cccc(/C(C)=N/NC(=O)c2c(Br)cnn2C)c1	0	23	-2	-0.3	-6	3	-2	-10
Cc1c(Cl)sn(-c2ccc(Cl)cc2)c1=O	70*	92*	-2	1.9	44*	-3	17	74*
COc1ccc(CCOC(=O)c2cccc(NC(C)=O)c2)cc1	-13	12	0	-0.3	-9	3	-28	1
Cc1ccc(-c2cccc(C3CC=CC4C3C(=O)N(Cc3ccccc3)C4c3ccc(C(F)(F)F)cc3)c2)cc1 (centres undefined)	2	2	4	-0.9	-1	0	2	3
Cc1ccc(S(=O)(=O)N2CCN(C(=O)C3CCN(C(=O)c4ccc(F)cc4)CC3)CC2)c(C)c1	14	5	-6	0.8	-13	1	18	-6
COc1ccc(S(=O)(=O)Nc2cccc3c2O[C@H](CN(C)C(=O)Nc2ccc4c(c2)OCO4)[C@@H](C)CN([C@H](C)CO)C3=O)cc1	-4	-10	2	-2.2	-1	0	-8	-6
CC(C)(C)OC(=O)N[C@H](C(=O)OC(C)(C)C)c1ccc2c(c1)OCO2	-2	5	-4	-0.1	-12	0	4	16
CC(C)NS(=O)(=O)c1ccc(NC(=O)Cc2ccsc2)cc1	6	0	-4	3.0	-6	1	-1	-2
COc1cccc(C(=O)Cn2c(N3CCOCC3)nc3c2c(=O)n(C)c(=O)n3C)c1	-9	-10	2	-0.6	-6	-1	4	-2
C/C(Cn1cnc([N+](=O)[O-])n1)=N\NC(=O)c1ccc(Br)cc1	2	7	-6	-1.9	-8	-7	4	-5

Other records.
SMILES	EBI2 block	CCR6 antag	APOBEC3A inh	MPTP block	A3G deaminase	NR3A LBD binder	Gli-Sufu block	CXCR6 inh
COc1ccccc1N1C(=O)CCC1(C#N)c1ccc(Br)cc1 (centres undefined)	11	0	-1	2.8	-9	1	0	6
CC(Sc1nc2ccccc2c(=O)n1CC1CCCO1)C(=O)Nc1ccc(S(N)(=O)=O)cc1 (centres undefined)	-3	2	3	-0.8	5	-2	-1	8
CN(Cc1nc2c(s1)CCCC2)C(=O)CCc1nnc(-c2ccccc2)o1	5	14	5	-1.6	-1	0	8	4
O=C(CNC(=O)c1ccc(Oc2ccccc2)cc1)OCc1ccc(Br)cc1	1	4	-4	-1.6	1	-11	-11	-4
CCCCc1c(C)nn(-c2nnc3c4ccccc4n(C)c3n2)c1C	26	1	-1	-0.2	-3	1	-24	0
O=C(NC(=S)NCc1cccnc1)c1cc2ccccc2o1	10	21	5	-1.1	-6	-2	-2	0
COc1cc2ccccc2cc1C(=O)N/N=C/c1cccnc1	4	15	-3	-0.6	-4	83*	7	10

3 entries already listed, sorted by the value under CCR6 antag, largest number first.
Compound | EBI2 block | CCR6 antag | APOBEC3A inh | MPTP block | A3G deaminase | NR3A LBD binder | CXCR6 inh
COc1cc2ccccc2cc1C(=O)N/N=C/c1cccnc1 | 4 | 15 | -3 | -0.6 | -4 | 83* | 10
CC(Sc1nc2ccccc2c(=O)n1CC1CCCO1)C(=O)Nc1ccc(S(N)(=O)=O)cc1 (centres undefined) | -3 | 2 | 3 | -0.8 | 5 | -2 | 8
COc1ccccc1N1C(=O)CCC1(C#N)c1ccc(Br)cc1 (centres undefined) | 11 | 0 | -1 | 2.8 | -9 | 1 | 6
